Assay outcomes (PubChem)
RAM network inh – inhibitors of the yeast RAM network, primary screen, dse1pr::URA3 reporter, 5-FOA selection; S. cerevisiae dse1pr::URA3 reporter, 5-FOA growth OD615, 2 d; analog-sensitive cbk1-as2 kinase mutant strain; inhibition, % at 50 µM; 190,000 tested, 1.8% active; AID 868, 2007;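 active = inhibition above a set limit, 3 SD over mean compound inhibition, cut at about 8.4% in these data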;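 also: 0% = DMSO-only wells with no growth and 100% = 10 µM 1-NA-PP1 full growth; inhibition rescues growth on 5-FOA so higher OD means more RAM inhibition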
Redox H2O2 prof – compounds producing H2O2 with reducing agent – biochemical, NIH compound library profiling, artefact control for MLSCN library redox annotation, primary screen; DTT-dependent redox cycling H2O2, phenol red/HRP absorbance; 100% = 100 µM peroxide control, 0% = buffer; activation, % at 10 µM; 200,000 tested, 0.03% active;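 active = activation of at least 50% relative to the plate's high and low controls in the primary single-dose screen; inactive = activation below 50%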;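 also: compound incubated with DTT at 0.8 mM final as the reducing agent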
Hsp70 activator – Hsp70 transcriptional activators, primary screen, cell-based, HeLa, Hsp70 promoter luciferase, luminescence, 10 µM. HeLa Hsp70 promoter luciferase reporter; scaled: vehicle 0, proteasome-inhibitor control 100%. activation, % at 10 µM. 200,000 tested, 0.04% active. AID 1203, 2008;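 active = activation above the mean across all tested compounds plus 3 SD, cutoff set per campaign, cut at about 5.5% in these data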;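 also: 100% = MG132 at 30 µM as the positive control and 0% = DMSO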
PMI activator – activators of human PMI, primary screen, biochemical, fluorescence intensity, near-Km mannose 6-phosphate | purified human PMI, coupled resazurin fluorescence, 20 min; stronger effect = higher value; 1 = vehicle control, 0 substrate-free wells | activation factor at 20 µM | 190,000 tested, 0.005% active | Mannose-6-phosphate isomerase (Homo sapiens), P34949 | AID 1214, 2008;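 active = activation factor of 2 or more at 20 µM, relative to plate controls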
Target sequence (P34949 whole entry, looked up): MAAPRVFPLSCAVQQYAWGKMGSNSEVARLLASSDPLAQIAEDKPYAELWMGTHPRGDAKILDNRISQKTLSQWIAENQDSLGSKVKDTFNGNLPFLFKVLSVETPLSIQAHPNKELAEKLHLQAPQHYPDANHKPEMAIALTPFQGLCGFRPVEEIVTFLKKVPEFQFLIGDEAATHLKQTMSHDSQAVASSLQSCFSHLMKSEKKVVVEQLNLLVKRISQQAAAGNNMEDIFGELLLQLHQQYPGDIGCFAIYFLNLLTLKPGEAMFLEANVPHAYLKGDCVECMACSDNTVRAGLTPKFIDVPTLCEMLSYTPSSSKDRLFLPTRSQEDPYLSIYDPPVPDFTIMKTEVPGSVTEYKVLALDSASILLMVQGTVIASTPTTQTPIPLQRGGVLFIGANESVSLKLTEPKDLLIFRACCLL
S1P3 antagonist – S1P3 receptor antagonists, primary screen, cell-based. CHO S1P3 NFAT-BLA reporter, FRET fluorescence, antagonist mode. inhibition, % at 4.98 µM. 170,000 tested, 0.27% active. AID 485, 2006;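 active = inhibition above the plate cutoff, the mean inhibition of test wells on that plate plus 3 SD, cut at about 28% in these data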;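 also: cells challenged with S1P at its EC80 of 0.8 µM; blue over green emission ratio from cleaved BLA substrate after 4 h stimulation; 0% = S1P-stimulated wells and 100% = unstimulated DMSO-only wells; some compounds past the cut are filed as inactive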
L major viab – Leishmania major promastigote growth inhibition, primary screen; Leishmania major promastigotes, resazurin fluorescence viability; inhibition, % at 10 µM; 200,000 tested, 9% active; in the data active = inhibition above about 50%;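 also: promastigotes grown with compound for 44 hours at 28 °C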
HMGR II inh – inhibitors of E. faecalis class II HMGR, primary screen, biochemical, Enterococcus faecalis | 190,000 tested, 0.41% active | inhibition, % at 10 µM | purified E. faecalis HMGR, NADPH absorbance 340 nm kinetic;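 active = inhibition above a set limit, the median over all tested compounds plus 3 SD, cut at about 9.5% in these data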;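 also: enzyme runs in reverse so mevalonate oxidation gives rising NADPH absorbance; 0% = complete reaction with DMSO and 100% = background rate lacking mevalonate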
TNAP inh hiacc – human TNAP enzyme inhibitors, primary screen, biochemical, luminescent, high phosphate acceptor level, uHTS | Alkaline phosphatase, tissue-nonspecific isozyme (Homo sapiens), P05186 | purified TNAP, CDP-star luminescence, 1 M DEA | inhibition, % at 20 µM | 200,000 tested, 0.03% active | AID 1135, 2008;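 active = over 50% inhibition of tissue-nonspecific alkaline phosphatase at 20 µM in the single-dose screen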;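 also: plate controls were DMSO wells for no effect and EDTA-quenched wells as full inhibition for full effect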
Target sequence (P05186 whole entry, looked up): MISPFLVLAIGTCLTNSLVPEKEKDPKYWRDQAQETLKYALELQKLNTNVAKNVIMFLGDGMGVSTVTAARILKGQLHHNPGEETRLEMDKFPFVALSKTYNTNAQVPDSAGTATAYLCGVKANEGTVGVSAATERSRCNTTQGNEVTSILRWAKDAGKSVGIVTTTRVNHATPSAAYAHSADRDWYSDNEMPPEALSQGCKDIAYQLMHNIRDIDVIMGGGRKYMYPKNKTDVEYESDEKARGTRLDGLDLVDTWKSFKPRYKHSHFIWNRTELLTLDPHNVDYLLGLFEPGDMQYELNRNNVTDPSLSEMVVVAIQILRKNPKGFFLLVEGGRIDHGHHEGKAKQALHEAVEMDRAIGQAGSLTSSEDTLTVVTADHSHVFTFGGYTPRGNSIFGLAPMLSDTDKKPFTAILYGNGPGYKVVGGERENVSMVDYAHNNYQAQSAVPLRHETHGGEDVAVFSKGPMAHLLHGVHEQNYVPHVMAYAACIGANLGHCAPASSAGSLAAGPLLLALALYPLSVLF
PMI act satM6P – human PMI activators, high substrate, primary screen, biochemical, fluorescence intensity, near-saturating mannose 6-phosphate; 190,000 tested, 0.34% active; AID 1216, 2008; coupled PMI enzyme assay, resazurin fluorescence, 20 min; stronger effect = higher value; 1 = untreated enzyme, 0 = substrate-free blank; Mannose-6-phosphate isomerase (Homo sapiens), P34949; activation factor at 20 µM;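 active = activation factor of 2 or more at 20 µM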
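Technique: Diaphorase-driven resazurin-to-resorufin fluorescence, excitation 544, emission 590 nm | Assay system: Human PMI in coupled enzyme assay | Times: Enzyme reaction with compound 20 min at room temperature | Medium: HEPES-buffered pH 7.4 with magnesium and detergent | Reagent: Mannose-6-phosphate 1.0 mM (near-saturating) plus 0.22 mM NADP+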
TNAP inh noacc – human TNAP enzyme inhibitors, primary screen, biochemical, luminescent, no phosphate acceptor, uHTS | inhibition, % at 20 µM | AID 1012, 2008 | 200,000 tested, 0.26% active | purified TNAP, CDP-star luminescence, 30 min;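 active = tissue-nonspecific alkaline phosphatase inhibition above about 50% at 20 µM in the single-dose screen, limit read from the data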;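 also: 0% = DMSO negative control and 100% = EDTA positive control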
The depositor's hits bear a star; x = not tested or not shown. The order is random; any-hit rate near 12%.

Values run as follows: TNAP inh hiacc, PMI act satM6P, Hsp70 activator, Redox H2O2 prof, S1P3 antagonist, RAM network inh, TNAP inh noacc, L major viab, PMI activator, HMGR II inh
COc1ccc(C(=O)N2CCCC2)cc1S(=O)(=O)N1CCC(C)CC1
→ -4, 0.9, -0.2, -1.1, -16, -0.3, -4, -6, 1, -7
O=C(CCn1c(=O)c2sccc2n(CC(=O)OCc2ccccc2)c1=O)NCc1ccco1
→ 0, 1.1, -0.2, 1.8, -22, 3.3, -9, -6, 1, -1
COc1ccc(NC(=O)CSc2ncn[nH]2)c([N+](=O)[O-])c1
→ -4, 0.9, -0.1, -4.3, x, 0.1, 1, -1, 0.8, -3
CCOC(=O)C1=C(C)N=C2SCCC(=O)N2C1c1cccs1 (stereo unspecified)
→ -8, 0.9, -0.1, 1.6, -10, -0.6, -10, -2, 0.9, -4
O=C1c2ccccc2C(=O)C1c1ccccc1
→ -3, 1.1, -0.2, -0.7, -8, -0.3, -10, -7, 1.2, -4
COc1ccc(C(=O)CSc2n[nH]c(C)n2)cc1[N+](=O)[O-]
→ -7, 1, 0.0, 0.4, -16, 1.8, -22, 10, 1.1, -1
CCOC(=O)NC(=O)CSc1nnc(C)s1
→ -3, 0.9, -0.1, 1.0, -17, 1.6, -9, -4, 0.8, 2
CSc1ccccc1NC(=O)CN(C)CC(=O)Nc1ccccc1F
→ -1, 1.1, 0.0, 0.0, 2, 2.6, -4, -5, 1.2, 0
CCOC(=O)COc1cc(N2C(=O)CSCC2=O)c(Cl)cc1Cl
→ 0, 1, 0.6, -4.9, x, 1.0, -8, -2, 1, -3
Cc1ccc(C(=O)NNC(=S)NC(=O)COc2ccccc2)cc1
→ 0, 1.2, -0.2, -0.9, x, 2.9, -4, -2, 1, -7
COC(=O)CC1Oc2ccccc2N(Cc2ccccc2)C1=O (stereo unspecified)
→ 0, 0.8, -0.1, 0.3, -2, 0.8, -13, 1, 0.9, -7
Cc1ccccc1NC(=O)CSCCN1C(=O)c2ccccc2C1=O
→ 2, 1, -0.4, 0.0, 6, 6.3, -4, -5, 0.9, -8
CCC(C(=O)NC1CCCC1)n1c(SCc2cccc(C)c2)nc2ccncc21 (stereo unspecified)
→ -2, 0.9, -0.2, 0.2, -6, 0.7, -9, -4, 1, 4
O=C1CC(c2ccccc2)CC(O)=C1C=NCCN1CCNCC1 (stereo unspecified)
→ -8, 0.9, 0.3, 2.2, -21, -0.1, -15, -1, 1, -3
CCOc1cc(NC(=O)c2cccs2)c(OCC)cc1NC(=O)c1cccnc1
→ -8, 1, -0.1, -0.8, -13, 4.5, -13, 14, 1, -4
CCOC(=O)c1cccc(NC(=O)Cn2cc3c(n2)CCC(C)C3)c1 (stereo unspecified)
→ -3, 0.9, -0.4, -0.4, -33, 4.8, -7, -4, 0.9, 4
CSc1nc(C)c(CCOC(=O)c2cccc(Cl)c2)c(=O)[nH]1
→ -2, 1, -0.1, 1.6, x, 0.6, -4, 6, 0.9, 0
CCN1C/C(=C\c2cccc([N+](=O)[O-])c2)C(=O)/C(=C/c2cccc([N+](=O)[O-])c2)C1
→ -2, 1, -0.1, 0.0, -1, 3.4, -3, 100*, 1, -4
CCN(CC)C(c1ccc(F)cc1)c1nnnn1C1CCCCC1 (stereo unspecified)
→ -7, 1.1, -0.2, 1.8, 7, 0.5, -17, 14, 1, 3
CCc1ccccc1N(C1=NCCCS1)S(=O)(=O)c1ccc(C(C)(C)C)cc1
→ -1, 1, -0.3, 1.6, 2, 4.6, -9, 33, 0.9, -1
Cc1[nH]n(-c2ccc(Cl)c(Cl)c2)c(=O)c1CCO
→ -4, 1, -0.2, 1.0, 3, 0.5, -4, -7, 1, 3
O=C(NC1CCCCC1)C12CC3CC(C1)CC(n1cncn1)(C3)C2
→ -3, 1.1, 0.0, -3.2, x, 0.8, -9, -3, 1.1, 0
CC1CCN(C(=O)COC(=O)c2ccccc2NC(=O)c2ccco2)CC1
→ -3, 1, -0.4, -0.5, 20, 1.8, -7, 4, 1, -2
COc1ccc(C2C(C(N)=O)=C(C)Nc3ncnn32)cc1 (stereo unspecified)
→ -7, 0.9, -0.6, 0.0, -84, 1.6, -8, -8, 1, -4
C/C(Nc1ccc(F)cc1)=C(/C#N)C(N)=O
→ -6, 1, -0.3, 2.1, -15, -0.1, -9, 4, 0.9, -9
COc1nnc(-c2ccc(C(=O)N3C[C@@H]4C[C@H](C3)c3cccc(=O)n3C4)cc2)c2ccccc12
→ -2, 1.1, -0.5, -2.5, -30, -0.3, -8, -3, 1.1, 2
COc1ccc(Nc2ccc(S(=O)(=O)N3CCCCC3)cc2[N+](=O)[O-])cc1OC
→ 12, 0.9, -0.1, -0.1, -21, 3.4, 4, 2, 0.9, -2
CCOC(=O)c1ccc(-c2cccc(C(F)(F)F)c2)nc1C
→ 1, 0.9, -0.2, 2.5, x, 2.7, -10, -6, 0.9, 4
O=C(c1cccc(F)c1)N(Cc1nc2ccccc2c(=O)[nH]1)C1CCCC1
→ -1, 0.9, -0.6, -0.3, -5, -1.6, 3, -3, 0.9, -1
COc1cc(OC)c(N(C)C(=O)CCNC(=O)Cn2cnc3ccccc3c2=O)cc1Cl
→ -6, 1, -0.2, -2.2, -4, -0.7, -10, -9, 1, -6
Cn1c(N2CCC(C(N)=O)CC2)nc2c1c(=O)n(Cc1cccc(Br)c1)c(=O)n2C
→ 2, 0.9, -0.2, -1.1, -22, 0.9, -6, 15, 0.9, -2
COC(=O)[C@H]1C2CCC(C(=O)OC)(CC2)[C@H]1C(=O)OC
→ -6, 1, 0.1, 0.2, 0, 1.0, -13, -3, 1.1, 1
O=C(NC1CCCC1)C(c1ccc(N2CCOCC2)cc1)N(Cc1ccccc1)C(=O)c1ccco1 (stereo unspecified)
→ -5, 1, 0.1, -0.7, 13, 5.1, -11, -8, 1, -2
Cc1nc(SCC#N)c2c(C)c(C)sc2n1
→ -4, 0.8, 0.1, -5.9, -27, 1.6, 0, -3, 0.9, -5
CCOC(=O)c1sc2nc(CC(C)C)c3c(c2c1N)CCC3
→ 3, 1, -0.3, 0.6, -16, 4.2, -15, 2, 0.9, -8
COc1ccc2cc(C(=O)c3ccccc3)c(=O)oc2c1
→ -1, 0.9, -0.1, 0.3, x, 1.6, -5, -4, 0.9, 2
CNC1=CC(=O)CC(c2ccccc2)C1 (stereo unspecified)
→ 0, 0.9, -0.1, -0.2, 6, 0.4, -1, 3, 1, -1
O=C1CCCCCN1CP(=O)(O)CN1CCOCC1
→ -8, 1, x, x, 18, x, -6, x, 1.2, x
COc1ccc2c(c1)c(=O)oc1cc(OCC(=O)N3CCc4ccccc4C3)ccc12
→ -2, 0.8, -0.3, 0.1, x, 5.2, 0, 4, 0.8, -1
Cc1cc(C)c(C(=O)N2CCCC(C(=O)c3cc(F)ccc3F)C2)o1 (stereo unspecified)
→ -4, 0.9, -0.1, -1.0, -13, -0.2, -5, 0, 0.9, -6
CCOc1cc(S(=O)(=O)N2CCCC2)c(C)cc1C
→ -8, 1, -0.1, 0.7, -12, 0.9, -8, -3, 1, -3
O=C(NCc1ccccc1)C(Cc1ccccc1)NS(=O)(=O)c1cccc2nsnc12 (stereo unspecified)
→ -3, 1.1, -0.5, 0.2, x, 1.6, -8, 93*, 1, 0
COc1ccc(CCCc2nnc(SCC(=O)Nc3cccc(C)c3)o2)cc1
→ -3, 0.9, -0.5, 0.3, x, 2.0, -29, -1, 0.8, -1
Cc1cccc(N2CCN(C(=S)Nc3ccc4nc(N5CCOCC5)cc(C)c4c3)CC2C)c1 (stereo unspecified)
→ -4, 0.5, -0.2, 0.3, -8, -0.6, 34, 8, 0.7, 2
CC1(C)CC(=O)C(C(C2=C(O)CC(C)(C)CC2=O)c2ccc(Cl)c([N+](=O)[O-])c2)C(=O)C1 (stereo unspecified)
→ -6, 1, -0.3, -0.3, -20, 0.9, -12, -3, 1, 1
CCOC(=O)CSc1nnc(NC(=O)c2cc([N+](=O)[O-])cc([N+](=O)[O-])c2)s1
→ -1, 1, -0.3, -0.2, 0, 3.2, -1, 82*, 1, -10
Cc1ccc(S(=O)(=O)CCC(=O)OCn2nnc3ccccc3c2=O)cc1
→ 0, 1.1, -0.2, 0.9, -13, 2.0, -2, 0, 1, 0
COC(C(=O)Nc1ccc(S(=O)(=O)Nc2ccc(C)c(C)c2)cc1)c1ccccc1 (stereo unspecified)
→ 1, 0.9, -0.5, 0.0, 0, 6.2, -20, 57*, 0.8, -3
Cc1nc(NS(=O)(=O)c2ccccc2)sc1NC(=O)OCCN(C)C
→ -3, 0.9, 0.0, 0.8, x, 1.1, -12, -3, 0.8, 0
O=C(COc1ccc(S(=O)(=O)N2CCOCC2)cc1)NC1CCCC1
→ -2, 0.9, -0.3, 2.5, -27, 0.2, -10, -3, 0.9, 3
CCc1ccc(C2C(C#N)=C(N)OC3=C2C(=O)CCC3)s1 (stereo unspecified)
→ 0, 0.9, -0.1, -0.6, 8, 1.0, -1, 5, 1, -2
N#CC1=C(N)Oc2cc(N)ccc2C1c1ccc(F)cc1 (stereo unspecified)
→ -6, 1.5, 0.3, -0.1, x, -0.8, -6, -1, 1.1, 0
